# EPAC2 antagonist: qHTS for Antagonist of cAMP-regulated guanine nucleotide exchange factor 2 (EPAC2): primary screen; Rap guanine nucleotide exchange factor 4 (Homo sapiens), Q8WZA2; EPAC2 GEF exchange of Rap1B-BODIPY-GDP, fluorescence; 0.18% of 360,000 active; Potency, µM (top dose mostly 114 µM), for the others: at the highest dose activity, negative = inhibition, usual class: inhibitors; AID 720708, 2013; note: % is set by controls: 0 for no effect and ±100 for the full control effect; nearly all actives have a fitted effect of over 45% in size; many of its hits are not listed in these tables
# Target sequence (Q8WZA2 whole entry, looked up): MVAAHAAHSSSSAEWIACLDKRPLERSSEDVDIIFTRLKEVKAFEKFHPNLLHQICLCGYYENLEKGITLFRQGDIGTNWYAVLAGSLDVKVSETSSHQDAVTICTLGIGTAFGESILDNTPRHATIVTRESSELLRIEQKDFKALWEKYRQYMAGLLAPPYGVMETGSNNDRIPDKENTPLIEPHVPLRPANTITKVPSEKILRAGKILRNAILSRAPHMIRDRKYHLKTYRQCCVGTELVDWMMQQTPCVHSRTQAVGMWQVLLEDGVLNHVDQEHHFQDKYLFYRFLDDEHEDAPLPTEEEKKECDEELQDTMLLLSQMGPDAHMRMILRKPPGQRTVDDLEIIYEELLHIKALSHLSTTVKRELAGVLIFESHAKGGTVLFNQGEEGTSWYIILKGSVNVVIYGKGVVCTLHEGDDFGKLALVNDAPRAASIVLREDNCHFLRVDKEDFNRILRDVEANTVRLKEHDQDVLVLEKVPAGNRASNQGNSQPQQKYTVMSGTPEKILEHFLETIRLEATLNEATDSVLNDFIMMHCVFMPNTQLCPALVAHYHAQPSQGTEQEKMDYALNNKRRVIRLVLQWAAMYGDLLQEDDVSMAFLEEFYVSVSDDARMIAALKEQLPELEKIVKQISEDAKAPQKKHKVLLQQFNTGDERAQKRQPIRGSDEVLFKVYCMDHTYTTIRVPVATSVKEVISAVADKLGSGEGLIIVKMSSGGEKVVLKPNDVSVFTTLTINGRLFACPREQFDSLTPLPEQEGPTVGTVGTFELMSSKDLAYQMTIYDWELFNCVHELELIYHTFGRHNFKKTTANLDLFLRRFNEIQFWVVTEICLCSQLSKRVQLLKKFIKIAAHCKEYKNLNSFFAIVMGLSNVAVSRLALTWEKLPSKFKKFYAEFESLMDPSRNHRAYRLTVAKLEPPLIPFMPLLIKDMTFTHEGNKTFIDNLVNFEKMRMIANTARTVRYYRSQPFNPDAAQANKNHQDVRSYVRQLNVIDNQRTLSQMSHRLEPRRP
# Nrf2 inh: Nrf2 qHTS screen for inhibitors | A549 ARE-Fluc reporter, luciferase luminescence, 18-24 h | Potency, µM (titrated, usually from 46 µM), inactives show at the top dose activity change, negative = inhibition, usual class: inhibitors | 2.1% of 360,000 active | AID 504444, 2011; note: % is set by controls: 0 for no effect and ±100 for the full control effect; nearly all actives have a fitted effect of over 60% in size
#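 A549 ARE_Fluc cells, 5000/well, 5% FBS OPTI-MEM; compounds in dose-response, 18-24 h at 37 °C/5% CO2; CellTiter-Fluor viability read (Ex 405/Em 525), then BugLite luciferase luminescence = Nrf2 activity.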
# MCF10A rerep: A quantitative high throughput screen for small molecules that induce DNA re-replication in MCF 10a normal breast cells. MCF 10A DNA re-replication, Hoechst nuclear intensity, 48 h. Potency, µM (titrated, usually from 46.1 µM), inactives show at the top dose activity, positive = re-replication, actives largely listed as activators. 2.9% of 350,000 active; note: % of control where 0% means no effect; nearly all actives have a fitted effect of over 50% in size
# TGFb SMAD3 inh: qHTS for Inhibitors of TGF-b | 1.2% of 410,000 active | HepG2 CAGA-GFP TGF-b/SMAD3 reporter, GFP fluorescence, 18 h; TGF-beta stimulated, 500 pg/mL final | AID 588855, 2011 | Potency, µM (top dose mostly 46.1 µM), without a hit: at the top dose activity, negative = inhibition, most hits filed as inhibitors; note: % is set by controls: 0 for no effect and ±100 for the full control effect; nearly all actives have a fitted effect of over 65% in size
#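 Using HEPG2 CAGA-GFP reporter cells at 1000 cells/well, we pinned test compounds, stimulated with recombinant TGF-beta (500 pg/mL final) and measured total well GFP after 18 h.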
# Nrf2 ARE act: qHTS of Nrf2 Activators; 0.31% of 410,000 active; AREc32 ARE-luciferase reporter (MCF7-derived line), luminescence, 24 h; Potency, µM (highest dose often 46.1 µM), for inactives: top-dose activation, most hits filed as activators; note: % of control where 0% means no effect; nearly all actives have a fitted effect of over 65% in size
#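 Luminescent ARE reporter assay in AREc32_Fluc cells: overnight plating at 37 deg C, 24 hr compound incubation, Steady-Glo added, 30 min RT before reading.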
# HepG2 tox: qHTS for Inhibitors of TGF-b: Cytotox Counterscreen | HepG2 CAGA-GFP viability, ATP luminescence, 18 h | Potency, µM (top dose mostly 46.1 µM), for inactives: at the highest dose activity change, negative = cytotoxicity, hits mostly cytotoxic | 0.76% of 410,000 active | AID 588856, 2011; note: some results filed as inactive show a strong effect at the top dose
#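 CellTiter-Glo luminescence gave cytotoxicity after 18 hours at 37 degrees C. The cells were HepG2 CAGA-GFP in 1% FBS DMEM, stimulated with 500 pg/mL TGF-beta after compound addition. %Activity was normalised to no-cell wells (complete cell-killing) and DMSO (no toxicity), and curves were fitted and classified.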
# A549 viability: Nrf2 qHTS screen for inhibitors: counterscreen for cytotoxicity; A549 ARE-Fluc cells, CellTiter-Fluor viability, 18-24 h; Potency, µM (top dose mostly 46 µM), for the others: at the top dose activity change, negative = cytotoxicity, actives largely listed as inhibitors; 0.16% of 390,000 active; AID 504648, 2011; note: % is set by controls: 0 for no effect and ±100 for the full control effect
#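 Cytotoxicity counterscreen: CellTiter-Fluor fluorescence was measured in A549 ARE_Fluc cells after 18-24 h of compound exposure in a concentration series. The subsequent BugLite luminescent read reports ARE-luciferase activity.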
# ATXN viability: Viability Counterscreen for Primary qHTS for Inhibitors of ATXN expression. AID 651635, 2014. Potency, µM (series often up to 56.7 µM), usual class: cytotoxic. 0.49% of 400,000 active. S2 cells (HEK-293 line with an ATXN2-luciferase reporter) viability, CellTiter-Fluor protease fluorescence, 24 h; note: nearly all actives have a fitted effect of over 40% in size
# ATXN2 expr inh: Primary qHTS for Inhibitors of ATXN expression. HEK-293 ATXN2-luciferase reporter, luminescence, 24 h. Potency, µM (top dose mostly 57 µM), for inactives: top-dose activity change, negative = inhibition, usual class: inhibitors. 0.72% of 360,000 active. AID 1745845, 2022; note: % is set by controls: 0 for no effect and ±100 for the full control effect; nearly all actives have a fitted effect of over 55% in size
#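 qHTS (up to 57 uM final) was run with 24 h compound exposure of reporter cells at 37 °C. Each well was multiplexed: SteadyGlo luminescence measured ATXN2-luciferase expression after a fluorogenic Gly-Phe-AFC viability readout (25 uM final).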
# Active calls of the source: *; i = inactive; ? = inconclusive; · = not tested or not shown; & = joins results of further samples; [ ] = dose if it differs, or a comment. Calls come from the whole dose curve; as a rule, active = well fitted curve in the direction sought with a large enough effect; inconclusive = small, poorly fitted or top-dose-only effect, or another doubt; inactive = no such curve, though single readings can be large; an effect the other way counts as inactive or inconclusive. Potency is the fitted concentration of half-maximal effect.
no. | SMILES | EPAC2 antagonist | Nrf2 inh | MCF10A rerep | TGFb SMAD3 inh | Nrf2 ARE act
1 | CCN1C(=O)N[C@@H](c2cccc(C(F)(F)F)c2)[C@H](C(C)=O)[C@H]1C | -5% | 22% | -3% | 6% | 0.0%
2 | O=C(Cc1ccccc1)Oc1coc(CSc2ncccn2)cc1=O | 0% | -10% | 14% | -21% | -0.4%
3 | Cc1ccc2nc(SCC(=O)c3c(N)n(C)c(=O)n(C)c3=O)[nH]c2c1 | 8% | -27% | -22% | 9% | 3.5%
4 | O=C(NCCc1ccccc1)C1(c2ccccc2)CCCC1 | -3% | -4% | 22% | -1% | 0.0%
5 | Cc1ccc(C([O-])=C(C(=S)NCc2ccccc2)[n+]2cccc(CO)c2)cc1[N+](=O)[O-] | 3% | 26% | -12% | 10% | 8.6%
6 | COc1cccc(CNC(=O)CCS(=O)(=O)c2cccc3nonc23)c1 | -9% | -6% | 6% | 9% | 0.5%
7 | Cc1cc(C)n(CC(=O)NNC(=O)c2cccc(C(F)(F)F)c2)n1 | -4% | 1% | -10% | 0% | 9.4%
8 | Cc1ccc(C)c(S(=O)(=O)NCc2cccnc2)c1 | 6% | -9% | ? | 4% | -0.9%
9 | NC(=O)C(=O)N/N=C/c1c(F)c(F)c(F)c(F)c1F | 8% | 6% | 1% | 19% | ?
10 | O=C1CN(Cc2nc3cc(Cl)ccc3c(=O)[nH]2)CCN1 | -8% | -16% | ? | -2% | -0.5%
11 | COc1ccccc1N1CCN(C(=O)C2CCCCN2S(=O)(=O)c2ccc(C)cc2)CC1 (configuration not stated) | -1% | -19% | -2% | -25% | 0.2%
12 | CCOC(=O)c1c(NC(=O)C2C3C=CC(CC3)C2C(=O)O)sc(C)c1CC (configuration not stated) | -3% | -21% | ? | -7% | 0.3%

no. | HepG2 tox | A549 viability | ATXN viability | ATXN2 expr inh
1 | 20% | 5% | i | 5%
2 | -4% | 0% | i | -11%
3 | -7% | -1% | i | -27%
4 | -9% | -2% | i | -13%
5 | 10% | 0% | i | 3%
6 | 9% | 13% | i | -8%
7 | 0% | -1% | i | -2%
8 | 2% | 1% | i | 0%
9 | -15% | -5% | i | -23%
10 | -3% | 4% | i | -10%
11 | -33% | 2% | i | -10%
12 | 2% | 8% | i | -6%

# (more compounds)
no. | SMILES | EPAC2 antagonist | Nrf2 inh | MCF10A rerep | TGFb SMAD3 inh | Nrf2 ARE act
13 | C=CCOCCN(CC)CC | 1% | 3% | 2% | 6% | -0.4%
14 | COc1ccc(CNC(=O)CCNS(=O)(=O)c2ccc(NC(C)=O)cc2)cc1OC | -8% | 9% | ? | 7% | -0.6%
15 | CCOc1ccc(-c2nc(CSCC(=O)NC3CCCc4ccccc43)c(C)o2)cc1 (configuration not stated) | -8% | ? | ? | 7% | -0.7%
16 | COc1ccccc1NC(=O)CCN1C(=O)/C(=C\c2cc(OC)c(OC)c(OC)c2)SC1=S | -7% | 6% | 1% | 22% | 0.2%
17 | COc1ccc(S(=O)(=O)NC2CC2)cc1Cl | -20% | -1% | 5% | -13% | -0.3%
18 | COc1ccc(/C=N/Nc2nc3ccccc3c(=O)[nH]2)cc1 | -2% | 16% | 0% | ? | 0.6%
19 | Fc1ccc(-c2n[nH]c(=S)n2CC2CCCO2)cc1 (configuration not stated) | 13% | 6% | 0% | 0% | -0.2%
20 | CC1CCc2sc(C(=O)NNC(=S)NCC3CCCO3)cc2C1 (configuration not stated) | 3% | -25% | 6% | 3% | 0.1%
21 | O=C(c1ccc(S(=O)(=O)N2CCCCC2)cc1)N1CCN(c2ccccc2)CC1 | -3% | 1% | 1% | -3% | -0.5%
22 | CN(C)C(=O)CN(c1ccc(F)c(Cl)c1)S(C)(=O)=O | -4% | -9% | ? | 1% | -0.6%
23 | CC(=O)N1CCN(CCN=CC2=C(O)CC(C)(C)CC2=O)CC1 | 6% | 7% | -1% | 0% | -0.7%
24 | O=C(c1ccccc1)c1ccc2nc(-c3ccc(NC(=O)c4ccccc4F)cc3)[nH]c2c1 | 6% | 10µM* | ? | ? | -0.4%

no. | HepG2 tox | A549 viability | ATXN viability | ATXN2 expr inh
13 | 17% | 0% | i | 51%[activator]
14 | 1% | 7% | i | -3%
15 | -14% | -28% | ? | -12%
16 | 6% | -2% | i | 8%
17 | -2% | 0% | i | 29%
18 | -7% | -1% | i | 38%
19 | 14% | -1% | i | -18%
20 | 2% | -3% | i | 23%
21 | -13% | -4% | i | 6%
22 | -27% | 0% | i | -2%
23 | -5% | -9% | i | -3%
24 | -45% | ? | ? | -30%

# Other compounds
no. | SMILES | EPAC2 antagonist | Nrf2 inh | MCF10A rerep | TGFb SMAD3 inh | Nrf2 ARE act
25 | O=[N+]([O-])c1cc(Cl)cc2c1nc(NCCO)c1ccccc12 | -13% | 1.3µM* | 18% | ? | 8.9µM*
26 | CCOC(=O)/C(C#N)=C/c1c(N2CCN(c3cccc(Cl)c3)CC2)nc2c(C)cccn2c1=O | 0% | ? | 16% | -6% | 0.3%
27 | COc1ccc(N(C(=O)c2ccncc2)S(=O)(=O)c2ccc3c4c(cccc24)C(=O)N3C)cc1 | 1% | ? | 11% | ? | 0.2%
28 | Cc1cccc(NS(=O)(=O)c2nnc(NC(=O)c3ccc(C)c(C)c3)s2)c1 | -16% | 12% | 8% | 5% | 0.1%
29 | CCOC(=O)CC1NCCc2c1[nH]c1ccc(OC)cc21 (configuration not stated) | -1% | 2% | -1% | 6% | -0.1%
30 | CCOc1cc(/C=N/NC(=O)c2ccc(-c3csc(Nc4ccc(C)cc4)n3)cc2)ccc1OCC(=O)O | -22% | ? | 8% | -8% | 4.7%
31 | COC(=O)c1ccc(/C=C/c2c(-c3ccc(OC)cc3)sc3ccccc23)cc1 | 9% | ? | ? | ? | 4.0%
32 | CCOc1ccc(-c2csc(NC(=O)c3ccco3)n2)cc1 | 1% | 4% | 12% | -11% | 6.4%
33 | CC(=O)NC(C)(c1ccccc1)c1nc(-c2cccc3cccnc23)cs1 (configuration not stated) | -13% | · | · | -4% | 7.7%
34 | C/C(=C\c1ccccc1)CN1CCC(C(=O)N2CCCC(C)C2)CC1 (configuration not stated) | 0%[57.1 µM] | ? | 2% | 0% | -0.8%
35 | O=C(N/N=C/c1ccccn1)c1cc(-c2ccc(Cl)s2)[nH]n1 | 3% | 16% | 30% | ? | 3.4%
36 | O=C(COc1cc(Cl)c(Cl)cc1Cl)Nc1cccc(O)c1 | 14% | 3% | -1% | -13% | 3.9%

no. | HepG2 tox | A549 viability | ATXN viability | ATXN2 expr inh
25 | -30% | ? | i | -38%
26 | 4% | ? | i | -14%
27 | -38% | -4% | i | -4%
28 | -2% | -3% | i | 21%
29 | -7% | 0% | i | 10%
30 | -8% | 2% | i | 62%[activator]
31 | 3% | 0% | i | -25%
32 | -20% | 0% | ? | ·
33 | -34% | · | i | -2%
34 | -9% | -3% | i | ·
35 | -29% | 0% | i | ?
36 | -3% | 2% | i | ·

# Whole records, looked up by structure.
# CCOC(=O)/C(C#N)=C/c1c(N2CCN(c3cccc(Cl)c3)CC2)nc2c(C)cccn2c1=O reads EPAC2 antagonist: 0%; Nrf2 inh: ?; MCF10A rerep: 16%; TGFb SMAD3 inh: -6%; Nrf2 ARE act: 0.3%; HepG2 tox: 4%; A549 viability: ?; ATXN viability: i; ATXN2 expr inh: -14%
# O=C(COc1cc(Cl)c(Cl)cc1Cl)Nc1cccc(O)c1 reads EPAC2 antagonist: 14%; Nrf2 inh: 3%; MCF10A rerep: -1%; TGFb SMAD3 inh: -13%; Nrf2 ARE act: 3.9%; HepG2 tox: -3%; A549 viability: 2%; ATXN viability: i; ATXN2 expr inh: ·
# O=[N+]([O-])c1cc(Cl)cc2c1nc(NCCO)c1ccccc12 reads EPAC2 antagonist: -13%; Nrf2 inh: 1.3µM*; MCF10A rerep: 18%; TGFb SMAD3 inh: ?; Nrf2 ARE act: 8.9µM*; HepG2 tox: -30%; A549 viability: ?; ATXN viability: i; ATXN2 expr inh: -38%

# More entries:
no. | SMILES | EPAC2 antagonist | Nrf2 inh | MCF10A rerep | TGFb SMAD3 inh | Nrf2 ARE act
37 | O=[N+]([O-])c1ccc(C[n+]2ccc(Cc3ccccc3)cc2)cc1 | -3% | ? | -1% | -2% | -0.2%
38 | CC(=O)N1CCOc2cc(S(=O)(=O)NCc3ccc(F)cc3)c(C)cc21 | 1% | -12%&11% | 4% | 4%&0% | -1.0%&-0.1%
39 | CC(C)C(=O)Nc1ccc(C(=O)NNC(=S)NC(=O)c2ccccc2[N+](=O)[O-])cc1 | -4% | 4% | 26% | 5% | -0.5%
40 | COc1cccc(NC(=O)CSc2nc(=O)[nH]c3c2CCCC3)c1 | · | · | · | -6% | 6.6%
41 | COc1ccc(-c2n[nH]c(=S)n2-c2cc(OC)ccc2OC)cc1 | -9% | 0% | ? | -7% | 3.2%
42 | CCc1sc(C(=O)Nc2ccc(N3CCOCC3)cc2)cc1C | -18% | ? | -19% | 17% | 5.4%
43 | Cc1ccc(CN=C(Nc2ccccc2)NC2CCCCC2)cc1 | 7% | 4% | 15% | -19% | 1.0%
44 | Cc1cc(C)n(C(C)CNS(=O)(=O)c2ccc(C)c(C)c2)n1 (configuration not stated) | 10% | 5% | 1% | 18% | 0.0%
45 | N#Cc1cccc(C(=O)OCC(=O)c2ccc3c(c2)NC(=O)CO3)c1 | 4% | 4% | -1% | 10% | 0.2%
46 | CC(Sc1nc2sc3c(c2c(=O)n1-c1ccccc1)CCCC3)C(=O)O (configuration not stated) | -10% | ? | 1% | -14% | -1.7%

no. | HepG2 tox | A549 viability | ATXN viability | ATXN2 expr inh
37 | -7% | 1% | i | -28%
38 | -13%&-13% | -2%&8% | i | 1%&11%
39 | -23% | 2% | i | 2%
40 | -20% | -5% | · | ·
41 | -8% | 0% | i | 22%
42 | -3% | -12% | i | -9%
43 | 1% | -2% | i | -32%
44 | -7% | 1% | i | -13%
45 | 0% | -7% | i | 0%
46 | 9% | -16% | i | 2%

# This is a subset; count on the stated rates, not on these rows.
